PhoP GFP inhibition: PhoP regulon inhibitors, Salmonella typhi PhoP promoter GFP reporter, confirmatory (AID 1850) | Salmonella Typhi PhoP-promoter GFP reporter, fluorescence, 4 h; higher % means a stronger effect | hit rate 0.33% among 310,000 | one-dose inhibition, % at 50 µM; IC50 in µM for titrated hits; in the data active = a potency from the dose series; inconclusive = inhibition mostly from about 25% at the one dose, without a potency; inactive = the rest, 99 in 100 with inhibition below about 19%;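 note: 0% = induced wells with vehicle and 100% = uninduced wells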
tuberculosis growth: growth inhibition of non-replicating M. tuberculosis (AID 488890). Mycobacterium tuberculosis non-replicating, growth inhibition; higher % means a stronger effect. inhibition, % at 25 µM, or IC50 in µM where a hit was titrated. hit rate 0.39% among 320,000; in the data active = a potency from the dose series; inconclusive = inhibition mostly from about 82% at the one dose, without a potency; inactive = the rest, 99 in 100 with inhibition below about 76%;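 note: plate controls were DMSO cells for no effect and high antibiotic wells for full effect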
H1N1 NS1A inhibition: H1N1 influenza NS1A inhibitors, functional cell based assay (AID 504329) | NS1A functional cell-based assay, percent inhibition; higher % means a stronger effect | inhibition, % at 12.5 µM, or IC50 in µM where a hit was titrated | hit rate 0.3% among 340,000; in the data active = a potency from the dose series; inconclusive = inhibition above about 27% without an active follow-up result; note: strong numbers were not always called active
inhibitors of VEEV: inhibitors of VEEV TC-83 cytopathic effect, confirmation, Vero cells (AID 588727) | Vero cells, VEEV TC-83 cytopathic effect inhibition; higher % means a stronger effect | one-dose inhibition, % at 20 µM; IC50 in µM for titrated hits | hit rate 0.13% among 350,000; in the data active = a potency from the dose series; inconclusive = inhibition mostly from about 14% at the one dose, without a potency; inactive = the rest, 99 in 100 with inhibition below about 12%; note: strong numbers were not always called active
M. tuberculosis HTS: M. tuberculosis growth inhibition, HTS (AID 449762); M. tuberculosis H37Rv growth inhibition, 7H9 media; higher % means a stronger effect; inhibition, % at 25 µM; hits with a dose series show IC50 in µM; hit rate 0.59% among 330,000; in the data active = a potency from the dose series; inconclusive = inhibition above about 70% without an active follow-up result;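 note: bacterial growth assessed after seven days of incubation; strong numbers were not always called active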
inhibitors of VEEV 10K pilot screen: further read-out of inhibitors of VEEV, marked with its call; inhibition, %; measured here: 10K pilot screen inhibition
* = called active by the depositor; i = inactive; u = inconclusive; x = no result given. Compounds as they come. About 1.5% of those tested had a hit in this group.

SMILES | PhoP GFP inhibition | tuberculosis growth | H1N1 NS1A inhibition | inhibitors of VEEV | M. tuberculosis HTS | others
Cc1ccc(S(=O)(=O)c2cn(C)c3cc(N4CCN(C)CC4)c(F)cc3c2=O)c(C)c1 | -1% | -7% | 1% | 1.7% | 5%
Nc1ccccc1C(=O)N1O[C@@H]2C=C[C@H]1CC2 | x | x | -13% | 0.3% | x
CC1CC(C)CN(S(=O)(=O)c2ccc(NC(=O)C3COc4ccccc4O3)cc2)C1 (stereo not given) | 18% | 36% | 4% | 1.2% | -3%
Cc1cc2cc(CCNS(C)(=O)=O)c(=O)[nH]c2cc1C | 2% | 12% | -1% | 8.4% | -10%
Cc1cc(C)n(Cc2ccc(C(=O)O)cc2)n1 | -13% | -27% | 0% | 0.7% | -3%
Cc1nn(C)c(C)c1NC(=O)CSc1nnc(C)n1-c1ccccc1 | -5% | 11% | -7% | 1.6% | -7%
CCOc1ccccc1C(=O)N(CN1CCCC1=O)c1ccc(C)c(Cl)c1 | -8% | 0% | 3% | i | 6%
Cn1c(-c2c(N)n(CCCc3ccccc3)c3nc4ccccc4nc23)nc2ccccc21 | x | x | -10% | i | x
CCOc1ccc(NC(=O)c2c3c(nc4ccccc24)CCC3)cc1 | 3% | -5% | -8% | 1.1% | -3%
Cc1cc(C)cc(N(CC(=O)N2CCc3ccccc32)S(=O)(=O)c2c(C)noc2C)c1 | 0% | x | 9% | i | -10%

Next part, starting with the last four of the part before.
SMILES | PhoP GFP inhibition | tuberculosis growth | H1N1 NS1A inhibition | inhibitors of VEEV | M. tuberculosis HTS | others
CCOc1ccccc1C(=O)N(CN1CCCC1=O)c1ccc(C)c(Cl)c1 | -8% | 0% | 3% | i | 6%
Cn1c(-c2c(N)n(CCCc3ccccc3)c3nc4ccccc4nc23)nc2ccccc21 | x | x | -10% | i | x
CCOc1ccc(NC(=O)c2c3c(nc4ccccc24)CCC3)cc1 | 3% | -5% | -8% | 1.1% | -3%
Cc1cc(C)cc(N(CC(=O)N2CCc3ccccc32)S(=O)(=O)c2c(C)noc2C)c1 | 0% | x | 9% | i | -10%
CCOC(=O)N1CCN(C(=O)c2ccccc2NC(=O)COc2ccccc2C)CC1 | -1% | 8% | 27% | 8.3% | 3% | inhibitors of VEEV 10K pilot screen=3.9
O=C(Nc1ccc(F)cc1F)N1CCCN(c2ccc([N+](=O)[O-])cn2)CC1 | 5% | 0% | 0% | 0.7% | -9%
O=C(O)C1CC2C3CC(C(=O)O)C(C3)C2C1 (stereo not given) | x | x | -3% | 2.5% | x
CC(=O)C1C(c2ccc(Cl)cc2)NC(=O)NC1(O)C(F)(F)F (stereo not given) | 3% | x | 14% | i | -5%
CCc1cc2c(NCC(=O)O)ncnc2s1 | -6% | -7% | 7% | i | -9%
COC(=O)c1cccc(S(=O)(=O)N(Cc2ccco2)Cc2cc3ccc(OC)cc3[nH]c2=O)c1 | -8% | 9% | -3% | 0.2% | -2%
COc1ccc(Cc2nnc(NC(=O)c3ccc(Cl)c([N+](=O)[O-])c3)s2)cc1 | 0% | -1% | -5% | 1.0% | -2%
c1ccc2nc(-c3nccs3)ccc2c1 | -15% | 5% | 2% | 1.2% | -1%
Cc1ccc(-c2nn(CC(=O)Nc3cccnc3)c(=O)c3ccccc23)cc1 | 2% | 31% | 1% | 5.6% | 6%
O=C(NCc1ccccc1)c1cccc(NC(=O)C2CCC2)c1 | x | x | -6% | i | x
COc1ccc2[nH]cc(CCNC(=O)C3CCCCC3)c2c1 | -1% | -13% | -5% | i | -1%
Cc1nnc(SCC(=O)Nc2nccs2)[nH]c1=O | -13% | -5% | -11% | 0.5% | 5%
COc1ccc(C(=O)N2CCN(Cc3cn[nH]c3-c3ccc(OC)cc3F)CC2)cc1 | -6% | -13% | 5% | 0.1% | 6%
C=CCOC(=O)C1=C[C@@H](c2ccc(Br)cc2)[C@H](CCCO)[C@@H](OCC)O1 | -4% | 15% | 1% | i | -9%
CN(CC(=O)Nc1ccc(S(=O)(=O)N2CCCC2)cc1)Cc1cccc(Cl)c1Cl | -7% | 18% | 2% | 7.9% | 0%
CCOc1cc(Cl)c(S(=O)(=O)NCc2cccnc2)cc1Cl | -10% | 54% | -23% | i | -32%
CCc1ccccc1NC(=O)CNC(=O)CNC(=O)C1CCCCC1 | x | -16% | 0% | i | -25%
CN1C(C(=O)NCc2cccc(C(F)(F)F)c2)CC2Cn3c(nc4ccccc43)C21 (stereo not given) | -2% | 0% | 5% | 0.7% | -5%
Cc1ccc(NP(=O)(Oc2ccccc2)Oc2ccccc2)cc1 | x | x | -4% | 0.5% | x
O=S(=O)(Nc1ccccc1)C1CCCCC1 | x | x | 5% | 0.2% | x
CCN(Cc1ccccc1)S(=O)(=O)c1cc2[nH]c(=O)c(=O)[nH]c2cc1C | -9% | 10% | 6% | i | -8%
Cn1c(=O)n(C)c2cc(S(=O)(=O)O)ccc21 | -11% | -13% | -10% | i | -4%
COc1ccc(C(=O)NCc2c(C)oc(C)c2C(=O)O)cc1 | 1% | 23% | -4% | 0.1% | 12%
CCOC(=O)c1c(-c2ccccc2)csc1NC(=O)CSc1ccccc1 | -4% | 22% | -5% | 0.7% | -3%
Cc1nc(SCC(=O)c2ccccc2)c(C#N)c(-c2ccco2)c1C(=O)NCc1ccco1 | -32% | 26% | -3% | 7.4% | 10%
Cc1ccccc1-n1nc(C)c2c1N=C1C(Cl)=CC(Cl)=CN1C2c1ccc(C(=O)O)cc1 (stereo not given) | -5% | 3% | 4% | 0.1% | -8%
O=C(COc1ccccc1)Nc1ccc2[nH]c(=O)[nH]c2c1 | 4% | 3% | -11% | 0.8% | 16%
Cc1cc(/C=C2\C(=O)NC(=O)N(c3cccc(F)c3)C2=O)c(C)n1-c1ccc(C(=O)O)c(Cl)c1 | -4% | -8% | -4% | i | 11%
Cc1nc(CNS(=O)(=O)c2cc(C)c(C)cc2C)cs1 | -14% | 14% | -1% | 3.6% | -2%
Cc1cccc(NC(=O)CN2C(=O)S/C(=C\c3ccccn3)C2=O)c1 | 6% | 4% | -5% | i | -1%
NC1=NC(=O)/C(=C\c2cc([N+](=O)[O-])ccc2Cl)S1 | -2% | 7% | 0% | 0.1% | 5%
CC(=O)N1c2ccc(S(=O)(=O)N3CCC(C(=O)Nc4cccc(C)c4)CC3)cc2CC1C (stereo not given) | 4% | 17% | -8% | i | 4%
Cc1ccc(C(=O)Oc2ccc(-c3nnco3)cc2)o1 | 1% | 75% | -2% | 3.7% | u
COC(=O)c1cccc(COC(=O)c2ccc(N(C)C)cc2)c1 | -13% | 25% | -5% | 5.7% | 0%
O=C(COC(=O)CNC(=O)c1ccc(Cl)c([N+](=O)[O-])c1)NC(=O)CN1CCCC1=O | 3% | -5% | -3% | 1.3% | -5%
CCSc1nc(=S)n(-c2ccccc2)c(C)c1C(C)=O | 5% | -7% | 4% | 0.2% | 2%
Cc1ccc(C2CC(C(F)(F)F)n3ncc(C(N)=O)c3N2)cc1 (stereo not given) | -4% | 6% | 11% | 2.0% | -2%
Cc1cc2ccccn2c1C(=O)c1ccc(C#N)cc1 | -7% | 12% | -13% | i | 3%
c1csc(CCCN2CCCCC2)c1 | x | x | -3% | 5.0% | x
O=C(C[n+]1ccccc1)N/N=C/c1ccc(F)cc1 | 6% | 6% | x | 1.0% | -8%
COc1cc2cnc(-c3cccnc3)cc2cc1OC | x | 22% | 13% | 1.6% | 7%
CCCCCc1nnc(NC(=O)c2ccc(=O)n(C)n2)s1 | 6% | 13% | -4% | 1.8% | 0%
Cc1ccc(NC(=O)CN2C(=O)C3CCCCN3C(=O)c3ccccc32)cc1 (stereo not given) | -2% | -5% | -20% | 0.9% | 0%
O=C(COC(=O)c1ccccc1Br)NCC1CCCCC1 | x | u | x | x | u
C=CCOC(=O)c1[nH]c2c(c1C)C(=O)CC(c1cc(OC)c(OC)c(OC)c1)C2 (stereo not given) | -1% | 31% | -4% | 7.5% | 8%
CCCc1cnc(N2CCN(C(=O)c3ccc(F)cc3)CC2)nc1 | 0% | 16% | -10% | 0.9% | 5%
COc1ccc(S(=O)(=O)Nc2cc(C(=O)NC(C)C)ccc2N2CCOCC2)cc1 | -11% | 3% | -4% | i | 3%
COc1ccc(-c2nnc(N(C)C(=O)c3ccno3)s2)cc1 | 6% | 2% | -19% | 3.2% | -5%
CCOC(=O)N1CCN(c2c(NCC3CCCO3)c(=O)c2=O)CC1 (stereo not given) | 23% | x | 1% | 0.4% | 3%
CC(OC(=O)CCCN=C1NS(=O)(=O)c2ccccc21)C(=O)Nc1ccc(F)cc1Cl (stereo not given) | 17% | -23% | -7% | 0.7% | -8%

More results follow:
SMILES | PhoP GFP inhibition | tuberculosis growth | H1N1 NS1A inhibition | inhibitors of VEEV | M. tuberculosis HTS | others
COc1ccc(NC(=O)CN(c2ccc(OC)cc2)S(=O)(=O)c2ccc(OC)c(OC)c2)cc1 | 1% | -18% | -1% | 2.0% | -1%
O=C(NCCN1CCCCC1)c1ccc(F)cc1Cl | -1% | -7% | -7% | 0.9% | -7%
O=C(N/N=C\C=C\c1ccc2c(c1)OCO2)C1COc2cc3ccccc3cc2O1 (stereo not given) | 5% | -6% | 3% | 2.3% | 52%
O=C(OCC(=O)C12CC3CC(CC(C3)C1)C2)c1ccc(CO)cc1 | x | 29% | 1% | 1.0% | -4%
COc1ccc(C2(C#N)CCN(C)CC2)cc1 | -4% | -2% | -6% | i | 1%
Cc1ccc(Cl)cc1N1CCN(C(=S)NCc2ccco2)CC1 | 5% | 10% | 16% | 5.6% | 6%
O=C(Cc1ccccc1)N/N=C\c1ccc(Br)o1 | x | x | 0% | 4.8% | x
C=C1CCN(C(CC(C)C)C(=O)OC)S(=O)(=O)c2ccccc21 (stereo not given) | -31% | -18% | 3% | 0.3% | -3%
CCOC(=O)c1cc(C(=O)OCC)cc(-n2c(C)cc(C(=O)CN3CCOCC3)c2C)c1 | 3% | 22% | -16% | 4.2% | u
Cc1ccc(NC(=O)/C(=C\c2ccccc2)NC(=O)/C=C/c2ccccc2)cc1 | 6% | 6% | 5% | 4.8% | -3%

An excerpt from above in order of length of the SMILES, lowest first:
SMILES | PhoP GFP inhibition | tuberculosis growth | H1N1 NS1A inhibition | inhibitors of VEEV | M. tuberculosis HTS | others
COc1cc2cnc(-c3cccnc3)cc2cc1OC | x | 22% | 13% | 1.6% | 7%
O=C(O)C1CC2C3CC(C(=O)O)C(C3)C2C1 (stereo not given) | x | x | -3% | 2.5% | x
O=C(NCc1ccccc1)c1cccc(NC(=O)C2CCC2)c1 | x | x | -6% | i | x
COc1ccc(-c2nnc(N(C)C(=O)c3ccno3)s2)cc1 | 6% | 2% | -19% | 3.2% | -5%
COc1ccc(S(=O)(=O)Nc2cc(C(=O)NC(C)C)ccc2N2CCOCC2)cc1 | -11% | 3% | -4% | i | 3%

Other records.
SMILES | PhoP GFP inhibition | tuberculosis growth | H1N1 NS1A inhibition | inhibitors of VEEV | M. tuberculosis HTS | others
COc1ccc(OC)c(N(CC(=O)Nc2cccnc2)S(=O)(=O)c2ccc(OC)c(OC)c2)c1 | 20% | -5% | -15% | 6.9% | 0%
Cc1ccc(-c2nc(C)sc2CC(=O)Nc2cccc(C)c2C)cc1 | -3% | 14% | 4% | 0.2% | -2%
Cc1nc2c(-c3ccc(F)cc3)c(C)nn2c(C)c1CCC(=O)Nc1ccc(F)cc1F | 5% | -15% | -2% | i | -3%
Cc1ccc(S(=O)(=O)N2CCN(C(=O)C(C)Cn3nc(C)c(C)c3C)CC2)cc1C (stereo not given) | -6% | 4% | 5% | 0.5% | -5%
COC(=O)Cn1c2ccc(C)cc2c2nc3ccccc3nc21 | x | x | -6% | 2.7% | x
O=S(=O)(Nc1ncccn1)c1ccc(NS(=O)(=O)c2cccc(Cl)c2Cl)cc1 | 7% | 15% | -4% | 1.3% | 8%
O=C(/C=C/c1c(Cl)cccc1Cl)NCCCn1ccnc1 | 0% | 46% | x | 0.9% | -4%
CCn1c2ccccc2c2nnc(NN)nc21 | 1% | 40% | 2% | 1.1% | -9%

Screening data from PubChem BioAssay.
